SENP1 FRET inh = SENP1 (human) catalytic domain inhibition; actives 0.21% (n = 360,000); recombinant SENP1 catalytic domain, CyPet-SUMO1-YPet FRET cleavage; AID 624204; inhibition, % at 10 µM; Q9P0U3;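 active = inhibition at least 30% at 10 µM, raw YFP signal under a set limit, fluorescence ratio 0.5 to 1.5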;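 note: 0% = enzyme with DMSO and 100% = no enzyme wells; some results filed as inactive read as strong as hits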
Target sequence (Q9P0U3 419-644 limits assumed): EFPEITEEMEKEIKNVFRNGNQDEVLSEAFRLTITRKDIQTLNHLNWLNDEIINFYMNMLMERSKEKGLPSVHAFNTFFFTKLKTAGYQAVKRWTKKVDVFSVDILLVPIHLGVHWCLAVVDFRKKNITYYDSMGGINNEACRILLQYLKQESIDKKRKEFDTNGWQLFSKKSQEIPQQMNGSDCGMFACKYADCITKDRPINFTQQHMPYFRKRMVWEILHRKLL
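Assay system – human recombinant His6-tagged SENP1 catalytic domain enzyme · Input – SENP1 enzyme, 20 pM final · Buffer or medium – Tris pH 8 buffer plus EDTA, NaCl, BME, BSA, NP40, catalase · Schedule – 50 min reaction at room temperature · Technique – FRET read of cyan and yellow fluorescence · Control set – no-enzyme wells low, DMSO-plus-enzyme wells high control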
mIAP activ = increases mouse intestinal alkaline phosphatase activity; muIAP, CDP-Star luminescence, 30 min; stronger effect = higher value; 1 = vehicle-only enzyme signal, 0 = enzyme-free wells; AID 2805; activation factor at 10 µM; actives 0.24% (n = 330,000);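 active = activation factor of at least 2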; note: the source names both 10 and 20 µM as test concentration; values of inactives mirror those of a sister screen read the other way
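Assay system: mouse IAP enzyme / Compound: DMSO-dissolved test compounds / Timing: 30 min, room temperature / Measured by: luminescence from enzymatic CDP-Star hydrolysis / Control set: DMSO-only wells, enzyme-free buffer wells as negative control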
APOBEC3G inh = APOBEC3G (human) deaminase inhibition | inhibition, % at 20 µM | actives 0.28% (n = 330,000) | Q9HC16 | recombinant A3G, ssDNA deamination FAM/TAMRA fluorescence | AID 493012;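 active = inhibition of at least 40% at 20 µM, with no more than 30% in the related APOBEC3A deaminase screen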;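 note: plate controls were DMSO wells with A3G for no effect and wells lacking A3G enzyme for full effect; some compounds called inactive have numbers as strong as hits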
Target sequence (Q9HC16 whole entry, looked up): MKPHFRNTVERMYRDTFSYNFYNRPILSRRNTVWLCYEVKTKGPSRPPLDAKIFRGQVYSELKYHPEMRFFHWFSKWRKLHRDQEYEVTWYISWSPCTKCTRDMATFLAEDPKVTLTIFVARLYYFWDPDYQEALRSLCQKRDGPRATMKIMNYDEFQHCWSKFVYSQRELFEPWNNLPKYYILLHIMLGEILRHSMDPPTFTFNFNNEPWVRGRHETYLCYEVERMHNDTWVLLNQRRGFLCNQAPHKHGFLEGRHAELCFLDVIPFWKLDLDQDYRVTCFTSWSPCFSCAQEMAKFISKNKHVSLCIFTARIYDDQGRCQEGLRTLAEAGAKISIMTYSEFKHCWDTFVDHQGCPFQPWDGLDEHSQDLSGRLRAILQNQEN
beta cell repl = induces beta-cell replication in MIN6 cells; MIN6 cells proliferation, ATPlite luminescence, 48 h; cells starved in 0.2% serum; 100% = growth in 10% serum; proliferation, % at 10 µM; actives 0.29% (n = 330,000); AID 2380;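 active = compounds whose signal lies at least 3.5 SD above the mean of all wells on their plate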;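 note: 0% = DMSO-treated cells in low-serum medium and 100% = 10% serum control; some compounds called inactive have numbers as strong as hits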
hIAP activ = human IAP activation. P09923. purified human IAP, CDP-Star luminescence, 30 min; stronger effect = higher value; 1 = vehicle-only enzyme, 0 = enzyme-free background. activation factor at 10 µM. actives 0.16% (n = 330,000). AID 2524;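 active = activation factor of the enzyme at least 2-fold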; note: the source names both 10 and 20 µM as test concentration; values of inactives mirror those of a sister screen read the other way
hIAP inh = human IAP inhibition; P09923; purified IAP, CDP-Star luminescence, 30 min; inhibition, % at 10 µM; actives 0.12% (n = 330,000); AID 2544;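 active = inhibition reaching a set limit with compound at 10 µM in the primary screen, cut at about 35% in these data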;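 note: plate controls were DMSO wells with enzyme for no effect and no-enzyme buffer wells for full effect; values of inactives mirror those of a sister screen read the other way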
A3A deaminase = blocks human APOBEC3A ssDNA deamination; P31941; recombinant A3A, FAM/TAMRA ssDNA deamination fluorescence; inhibition, % at 20 µM; actives 0.41% (n = 330,000);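 active = at least 40% inhibition at 20 µM here, with at most 30% in a related deaminase screen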;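 note: plate controls were A3A with DMSO for no effect and wells lacking A3A enzyme for full effect; some results filed as inactive read as strong as hits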
Target sequence (P31941 whole entry, looked up): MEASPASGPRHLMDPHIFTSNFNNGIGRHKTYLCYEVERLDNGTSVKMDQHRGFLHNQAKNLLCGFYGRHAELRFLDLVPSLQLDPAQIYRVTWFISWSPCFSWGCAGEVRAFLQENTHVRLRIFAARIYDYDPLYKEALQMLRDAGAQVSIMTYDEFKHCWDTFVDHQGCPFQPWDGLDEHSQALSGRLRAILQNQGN
NLRP3 yeast inh = blocks the NALP3 inflammasome reconstituted in yeast | actives 0.39% (n = 330,000) | Yeast reconstituted NLRP3/ASC/caspase-1, beta-gal luminescence, 24 h | inhibition, % at 10 µM;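 active = inhibition of 50% or more; inactive = inhibition below 50%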;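 note: plate controls were induced DMSO wells for no effect and uninduced yeast grown without galactose for full effect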
mIAP block = blocks mouse intestinal alkaline phosphatase | purified mouse IAP, CDP-Star luminescence, 30 min | inhibition, % at 10 µM | actives 0.2% (n = 330,000);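 active = inhibition of at least 40% at 10 µM in the primary screen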;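 note: plate controls were DMSO with enzyme for no effect and no enzyme wells for full effect; values of inactives mirror those of a sister screen read the other way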
Numbers without * were called inactive; . = no result given. The list is partial; count on the stated rates, not on these rows.

canonical_smiles,A3A deaminase,hIAP activ,APOBEC3G inh,hIAP inh,beta cell repl,SENP1 FRET inh,mIAP block,NLRP3 yeast inh,mIAP activ
COc1ccc2nc(Nc3nc(-c4ccncc4)cs3)sc2c1,0,1.2,-8,-16,-3,1,6,6,0.94
CSc1ncccc1C(=O)N1CCN(S(=O)(=O)c2ccc3ccccc3c2)CC1,4,1.1,-7,-14,-1,2,-10,7,1.1
CN(C)S(=O)(=O)c1cccc(NC(=O)CSc2nc3ccccc3[nH]2)c1,0,1.1,-8,-11,-3,2,9,14,0.91
CC(C)OCCCNC(=S)N1CCC(C(=O)c2ccc3c(c2)OCCO3)CC1,0,1.1,-6,-7,-1,3,3,13,0.97
CCOc1cc(C2Nc3ccccc3C(=O)N2c2ccccc2OC)ccc1O (stereo not given),0,0.97,-2,3,-1,-3,2,-31,0.98
CC(=O)N1CC(=O)N(Cc2ccccc2)/C(=C/c2ccccc2)C1=O,-2,1,-6,0,-3,3,4,27,0.96
O=[N+]([O-])c1cc(Oc2cccnc2)cc([N+](=O)[O-])c1,-1,0.94,-4,6,3,-2,10,21,0.9
CCn1nc(C(=O)NCc2ccco2)c(Cl)c1Cl,1,0.99,-2,1,0,0,-4,12,1
CCc1ccc(CN(C)C(=O)c2cc(COc3ccc(OC)cc3Cl)on2)nc1,1,1.1,-3,-13,4,0,3,21,0.97
COc1cccc(CN(C)C(=O)Cc2ccc(OC)c(S(=O)(=O)N3CCOCC3)c2)c1,-1,1,-9,-2,-1,2,-1,19,1
CN(C(=O)CSc1nnc(CNC(=O)c2ccccc2)o1)c1ccccc1,-4,1.2,-11,-20,-3,0,-1,12,1
COc1cc(N=Nc2c(C)n(C)n(-c3ccccc3)c2=O)ccc1N,1,0.98,-7,2,-3,6,15,12,0.85
CC(C)(C)C(=O)COC(=O)C1=NN(c2ccccc2)C(=O)CC1,-2,1,-1,-4,-1,3,3,7,0.97
C[C@@H](C(=O)Nc1ccc2c(c1)OCO2)n1c(=O)[nH]c2ccccc2c1=O,5,0.77,17,23,-1,-7,-3,9,1
O=c1c2ccccc2cnn1Cc1ccc(Br)cc1F,-3,0.81,-12,19,0,0,5,12,0.95
CC1=C(C(=O)OC(C)C)C(c2cccnc2)C2=C(CC(C)(C)CC2=O)N1 (stereo not given),-1,1.1,-2,-13,2,-97,4,4,0.96
C/C(CC(=O)Nc1c(C)cc(C)cc1C)=N\NC(=O)c1cnccn1,4,1.1,0,-8,-4,3,4,0,0.96
CCOC(=O)C1=C(C)NC(=O)NC1c1ccc(OC(C)C(=O)O)c(OC)c1 (stereo not given),-2,1,-7,-3,1,-1,2,11,0.98
CC1(C)Cc2c(sc(NC(=O)C(=O)N3CCCC3)c2C(=O)O)CO1,-4,1,-5,-2,-3,1,1,5,0.99
NC(N)=N/N=C/c1ccccc1Cl,0,0.96,1,4,-4,0,-11,21,1.1
O=C(c1ccc(Cl)c(S(=O)(=O)N2CCOCC2)c1)N(Cc1ccco1)Cc1cccs1,-2,0.92,-9,8,-4,-2,-5,2,1
CC1CCCN(S(=O)(=O)Cc2ccc(Cl)cc2)C1 (stereo not given),-1,1,-2,-3,-1,2,2,-5,0.98
CC(=O)C1=NN(c2ccc(Cl)cc2)C(c2ccc3c(c2)OCO3)N(C(C)=O)N1C (stereo not given),-3,0.89,-7,11,-4,3,5,-10,0.95
COc1ccccc1N1CCN(C(=O)c2cc(C(C)(C)C)oc2C)CC1,-2,1.1,-9,-8,1,0,0,2,1
COc1ccc(NC(=O)c2cc3ccc4c5ccccc5[nH]c4c3cc2O)cc1,-4,0.99,-6,1,-2,-28,15,15,0.85
CCc1ccc(OS(=O)(=O)c2cn(C)c(=O)n(C)c2=O)cc1,2,1,-5,-1,1,0,-1,-12,1
Cc1ccc(-c2nnc(COC(=O)c3cccs3)o2)cc1,6,1.1,18,-7,-3,0,-8,21,1.1
CCCCn1c(-c2csc3c2CCCC3)n[nH]c1=S,-5,1,14,-2,-1,.,10,54*,0.9
Cc1sc(NC(=O)CN2CCOCC2)c(C(=O)c2ccccc2)c1C,0,0.94,-5,6,-3,3,-2,1,1
N#CC1(P(=O)(c2ccccc2)c2ccccc2)CC1,-3,0.95,-6,5,0,-1,-4,-2,1
CCOC(=O)C1CCCN(C2CC(=O)N(c3ccc(C)c(C)c3)C2=O)C1 (stereo not given),1,0.82,2,18,0,1,2,8,0.98
Cc1ccnc(-n2sc3ccccc3c2=O)n1,-5,1.1,87*,-8,-3,-91,-3,7,1
CCOc1cc(/C=N/NC(N)=O)ccc1OCC(=O)Nc1ccc(C)c(C)c1,0,1.1,-6,-7,-2,2,6,26,0.94
Cn1ncc([N+](=O)[O-])c1C(=O)Nc1ccccc1Cl,2,1.2,1,-16,1,0,-5,14,1.1
O=C(NCCCn1ccnc1)c1cccnc1,-3,0.92,-2,8,0,-1,5,5,0.95
CCC(=O)N1c2ccccc2NC2=C(C(=O)CCC2)C1c1ccc(N(C)C)cc1 (stereo not given),-1,1,1,-1,-1,2,-13,17,1.1
CC(C)Sc1nnc(-c2ccc(S(=O)(=O)N3CCOCC3)cc2)n1C,2,1.1,-6,-12,-2,0,-8,7,1.1
CCOC(=O)c1cc(-c2ccccc2)sc1NC(=O)C(C)Sc1nnc(C)s1 (stereo not given),2,1.1,-2,-8,-5,-2,1,11,0.99
CC(C)NC(=O)CN1C(=O)NC(CCc2ccccc2)C1=O (stereo not given),1,1.3,-6,-35,-1,-128,-3,17,1
COC(=O)c1c(-c2cc(OC)cc(OC)c2)sc2ccc(OC)cc12,-1,1.1,-5,-13,-4,0,-2,16,1
Cc1cc(C)c(C)c(C(=O)COC(=O)CNC(=O)CNC(=O)c2ccco2)c1C,3,1,4,0,-1,2,-1,15,1
COc1ccc(C(=O)NNC(=S)NC(=O)c2ccccc2[N+](=O)[O-])cc1,-1,1.5,-9,-50,-1,0,15,10,0.85
COc1ccc(-c2nc3c(c(=O)[nH]c(=O)n3Cc3ccccc3)n2CCO)cc1,-1,0.88,-3,12,-1,-7,6,7,0.94
Clc1ccc(Cn2c(-c3cccnc3Cl)nc3ccccc32)c(Cl)c1,-3,0.77,-3,23,-3,5,4,2,0.96
CCOC(=O)N1CCC(=NNC(=O)NC2CCCCC2)CC1,0,1.2,-10,-16,0,-3,-3,6,1
CSc1cccc(NC(=S)N(C(C)C)C(C)c2ccccn2)c1 (stereo not given),0,1,-4,-1,-1,0,-14,19,1.1
CC1CCCCC1NC(=O)C(=O)NCC1CCCO1 (stereo not given),-1,0.89,-3,11,1,1,4,-3,0.95
COc1ccc(C(=O)OCC(=O)c2ccc3c(c2)NC(=O)CO3)cc1S(=O)(=O)N1CCOCC1,-2,0.92,-5,8,-1,1,0,15,1
CC(C)(C)Cc1nc2ccccc2n1CCc1ccccc1,0,0.83,-1,17,3,1,2,17,0.98
COCCNC(=O)c1nn(-c2cc(OC)cc(OC)c2)c(=O)c2ccccc12,-5,1.1,-3,-11,-2,2,-7,-4,1.1

Rewritten with values under each structure: part of the list above
Every second line gives: A3A deaminase	hIAP activ	APOBEC3G inh	hIAP inh	beta cell repl	SENP1 FRET inh	mIAP block	NLRP3 yeast inh	mIAP activ
Cc1cc(C)c(C)c(C(=O)COC(=O)CNC(=O)CNC(=O)c2ccco2)c1C
→ 3	1	4	0	-1	2	-1	15	1
COc1ccc(C(=O)NNC(=S)NC(=O)c2ccccc2[N+](=O)[O-])cc1
→ -1	1.5	-9	-50	-1	0	15	10	0.85
COc1ccc(-c2nc3c(c(=O)[nH]c(=O)n3Cc3ccccc3)n2CCO)cc1
→ -1	0.88	-3	12	-1	-7	6	7	0.94
Clc1ccc(Cn2c(-c3cccnc3Cl)nc3ccccc32)c(Cl)c1
→ -3	0.77	-3	23	-3	5	4	2	0.96
CCOC(=O)N1CCC(=NNC(=O)NC2CCCCC2)CC1
→ 0	1.2	-10	-16	0	-3	-3	6	1
CSc1cccc(NC(=S)N(C(C)C)C(C)c2ccccn2)c1 (stereo not given)
→ 0	1	-4	-1	-1	0	-14	19	1.1
CC1CCCCC1NC(=O)C(=O)NCC1CCCO1 (stereo not given)
→ -1	0.89	-3	11	1	1	4	-3	0.95
COc1ccc(C(=O)OCC(=O)c2ccc3c(c2)NC(=O)CO3)cc1S(=O)(=O)N1CCOCC1
→ -2	0.92	-5	8	-1	1	0	15	1
CC(C)(C)Cc1nc2ccccc2n1CCc1ccccc1
→ 0	0.83	-1	17	3	1	2	17	0.98
COCCNC(=O)c1nn(-c2cc(OC)cc(OC)c2)c(=O)c2ccccc12
→ -5	1.1	-3	-11	-2	2	-7	-4	1.1

(listing goes on)
canonical_smiles,A3A deaminase,hIAP activ,APOBEC3G inh,hIAP inh,beta cell repl,SENP1 FRET inh,mIAP block,NLRP3 yeast inh,mIAP activ
Cc1ccccc1-c1nc(CN2CCC(C(=O)NC3CC3)CC2)c(C)o1,-4,1.2,-5,-20,-1,1,-4,-5,1
CCCCCCCCC(=O)Nc1cc(C)ccc1OC,1,1.1,4,-10,-2,-1,-3,-4,1
Cc1cccc2c1-c1sc(C(=O)NCCCN3CCc4ccccc4C3)cc1CO2,3,0.89,-1,12,-7,-30,7,21,0.93
O=C(NCc1nc2ccccc2[nH]1)C1=C[C@H](c2csc3ccccc23)C[C@H](OCc2ccc(CO)cc2)O1,6,0.88,10,12,-8,1,-13,5,1.1
CC(=O)N(c1ccccc1C)C1CCCC1,-6,0.94,-5,6,1,0,7,-45,0.93
Cc1ccc(OCCCCn2ccnc2C)c(C)c1,-1,1.1,-3,-5,-6,-2,3,2,0.97
Cc1nn(-c2ccccc2)c(-n2cccc2)c1C(=O)O,3,0.94,-1,6,0,3,-1,0,1
CC(C)(C)c1ccc(C(=O)NCCC(=O)N2CCN(c3ncccn3)CC2)cc1,-3,1.3,-6,-26,-1,2,1,-10,0.99
O=C(Oc1ccc2c(=O)c(Oc3ccc4ccccc4c3)coc2c1)c1ccco1,-4,0.91,-4,9,-2,-12,6,-5,0.94
CN(NC(=O)/C=C/C(=O)O)c1ncc(C(F)(F)F)cc1Cl,-2,0.81,-2,18,-2,0,9,-5,0.91
C=CCC(O)(CC=C)C(C)N (stereo not given),3,1.1,-4,-10,1,1,2,13,0.98
